Compound activity (PubChem)
Statin myotox sup – protects C2C12 myotubes from simvastatin toxicity. ATP luminescence, 48 h; scaled: DMSO 0, geranylgeraniol control 100. rescue of ATP level, % at 7.49 µM. 330,000 tested, 0.78% active;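 active means mean ATP rescue above about 67%, or every replicate alone reaching that limit, limit read from the data, passing the limit was not always enough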;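 further: myotubes were challenged with 10 µM simvastatin during compound exposure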
Cneo AK release – causes C. neoformans cell lysis. adenylate kinase release luminescence, 4 h; normalised: neutral wells 0, clomiphene wells 100. lysis activity, % at 15 µM. 360,000 tested, 0.2% active;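 active means mean lysis activity across replicates of at least 80%, whatever share of replicates individually reach that level; inactive means mean lysis activity below 80%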
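Schedule: static 4 h at 37 °C with compound, 1 h detection; system: C. neoformans cells; benchmarks: Clomiphene as positive control; buffer or medium: fresh YPD medium; measure: luminescence rise reflecting yeast cell lysis; measured by: luminescent adenylate kinase detection reagent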
ARNT-TACC3 inh – ARNT/TACC3 interaction disruption; 390,000 tested, 0.66% active; AID 623870; AlphaScreen His-ARNT PAS-B/GST-TACC3 binding, luminescence; TACC3 fragment carries E629A point mutation; inhibition, % at 9.99 µM;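 active means mean inhibition of replicates at least 50% and at least half of replicates each reaching 50%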;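 further: 0% = complete ARNT plus TACC3 wells and 100% = ARNT alone without TACC3; many hits fall short of the cut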
ERp5 inh – blocks human ERp5 reductase activity on insulin; Q15084; ERp5 insulin aggregation, absorbance 650 nm, 90 min; inhibition, % at 9.99 µM; 350,000 tested, 0.05% active;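 active means mean replicate inhibition above about 25%, with every replicate also reaching it, limit read from the data, passing the limit was not always enough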
Target sequence (Q15084 whole entry, looked up): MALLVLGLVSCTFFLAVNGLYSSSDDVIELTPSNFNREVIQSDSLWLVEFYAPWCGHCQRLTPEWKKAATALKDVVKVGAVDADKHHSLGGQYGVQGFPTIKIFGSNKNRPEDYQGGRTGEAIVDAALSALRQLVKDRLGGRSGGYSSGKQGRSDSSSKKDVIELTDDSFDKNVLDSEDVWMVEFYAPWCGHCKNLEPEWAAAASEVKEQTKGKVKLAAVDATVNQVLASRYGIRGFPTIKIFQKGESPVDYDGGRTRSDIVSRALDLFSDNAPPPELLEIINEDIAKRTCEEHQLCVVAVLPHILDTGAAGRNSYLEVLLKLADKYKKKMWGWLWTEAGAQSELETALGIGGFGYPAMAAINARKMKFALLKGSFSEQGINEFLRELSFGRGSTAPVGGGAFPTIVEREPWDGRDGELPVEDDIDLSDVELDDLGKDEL
miR-122 sensor – miR-122 inhibition in Huh7 cells; Huh7 miR-122 Renilla luciferase sensor, 48 h; neutral wells = 0, positive control = 100; activation (reporter increase), % at 12.5 µM; 340,000 tested, 0.3% active; AID 602342;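 active means mean replicate activation score at least 90 and every replicate individually at or above 90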;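 further: higher luciferase means less miR-122 activity so hits act as miR-122 inhibitors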
SIRT5 inh – inhibitors of human sirtuin-5 desuccinylase; Q9NXA8; Purified SirT5, succinyl-peptide AMC, trypsin-coupled fluorescence; inhibition, % at 15 µM; 330,000 tested, 1.1% active; AID 652115; in the data active means inhibition above about 15%
Target sequence (Q9NXA8 whole entry, looked up): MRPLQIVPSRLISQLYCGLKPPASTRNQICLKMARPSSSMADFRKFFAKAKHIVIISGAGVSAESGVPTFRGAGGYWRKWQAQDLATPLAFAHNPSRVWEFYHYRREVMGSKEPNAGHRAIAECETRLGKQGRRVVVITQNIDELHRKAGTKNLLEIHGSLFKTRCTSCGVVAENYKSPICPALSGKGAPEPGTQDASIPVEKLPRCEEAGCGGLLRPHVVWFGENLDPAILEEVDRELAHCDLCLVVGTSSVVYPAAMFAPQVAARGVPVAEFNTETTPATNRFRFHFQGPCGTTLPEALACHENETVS
esBAF inh – blocks esBAF chromatin remodeling in mouse ES cells; reporter increase, % at 12.5 µM; Bmi1-luciferase knock-in reporter, 24 h; 100% = twice the neutral-well signal; 350,000 tested, 2% active; in the data active means activation above about 40%;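 further: 0% = median of the plate's neutral control wells and 100% = double that signal; a rise in the Bmi1 reporter signal indicates esBAF inhibition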
* hit, by the source's call; . = not tested or not shown; [ ] = remark or other dose.

Order of values: Statin myotox sup	Cneo AK release	ARNT-TACC3 inh	ERp5 inh	miR-122 sensor	SIRT5 inh	esBAF inh
CCCCn1c(N)c(N(CCOC)C(=O)c2c(CC)noc2C)c(=O)[nH]c1=O
  4.1	0.3	-16.6	5.6	3.3	19.7*	-10.8
COc1ccc(Cl)cc1C(=O)Nc1cccc(-c2ccc3nncn3n2)c1
  .	.	-10.7	3.3	.	6.3	.
CC1(NC(=O)c2ccccc2)CCN(CCc2cccs2)C1=O (configuration not stated)
  -2.8	-0.1	6.5	-3.3	0.1	.	1.6
C[C@H](CO)N1C[C@H](C)[C@H](CN(C)S(=O)(=O)c2ccc(F)cc2)OCCCC[C@H](C)Oc2ccc(NS(=O)(=O)c3ccccc3)cc2C1=O
  -4.1	6.6	0.3	-3.3	-8.4[16.7 µM]	13.4	2.4
COc1ccc(-n2c(=S)[nH]c3cc(C(=O)Nc4ccccc4OC)ccc3c2=O)c(OC)c1
  -14.0	.	4.8	15.7	-13.8	2.0	18.7
CC(C)SCc1nc2ccccc2[nH]1
  .	2.5	-1.8	.	-3.0	.	9.0
COc1cccc(C(=O)Nc2nnc(SCC(=O)Nc3ccc(NC(C)=O)cc3)s2)c1
  -1.4	-2.5	-5.9	2.6	1.6	0.7	-10.2
C[C@@H]1CN([C@@H](C)CO)C(=O)c2cc(NC(=O)Nc3ccc4c(c3)OCO4)ccc2O[C@@H]1CN(C)C(=O)Nc1cccc2ccccc12
  -66.8	-1.6	15.7	3.5	-5.0[16.7 µM]	4.4	5.6
Cc1ccc(S(=O)(=O)N2CCOCC2)cc1NC(=O)CSc1nnnn1C1CC1
  8.5	-0.1	.	-4.3	-2.4	-10.3	-7.2
Cc1noc(C)c1Cn1nc(C(=O)O)c2ccccc2c1=O
  -8.2	-4.5	-1.8	.	-1.7	.	-5.1
CC(OC(=O)Cc1ccsc1)C(=O)Nc1ccc(C(N)=O)cc1 (configuration not stated)
  -0.8	-0.4	0.4	4.5	-4.3	0.1	-12.2
O=C(N/C(=C/c1ccc(Br)cc1)C(=O)N1CCOCC1)c1cccs1
  .	.	13.6	2.8	.	-0.2	.
CC(=O)N1CCc2cc(Br)cc(S(=O)(=O)N3CCN(c4ccccn4)CC3)c21
  -7.7	1.4	4.7	.	-1.4	.	-5.8
CC(=O)NCCc1nc2cc(NC(=O)Nc3ccccc3)ccc2n1C
  -5.6	-5.2	0.9	-3.5	-4.8	-6.4	-19.1
CC(=O)Nc1ccc(NC(=O)c2cccc(-c3cc4ccccc4oc3=O)c2)cc1
  -3.6	-0.8	-4.2	0.2	-0.2	5.3	66.4*

The listing continues.
Order of values: Statin myotox sup	Cneo AK release	ARNT-TACC3 inh	ERp5 inh	miR-122 sensor	SIRT5 inh	esBAF inh
CCN(C[C@@H]1N[C@@H](CO)[C@H]1c1ccc(-c2ccc(F)cc2)cc1)C(=O)CN(C)C
  -93.0	-0.1	-3.2	-2.7	-24.3[16.7 µM]	-1.5	-15.4
Cc1ccc(OC(=O)COc2ccccc2)c(-n2nc3ccccc3n2)c1
  .	-4.3	-3.6	.	5.1	.	.
CN(C)c1ccc(C(=O)OCC(=O)NC2CCCCCC2)cc1
  12.8	0.6	-2.7	3.2	0.5	-4.0	-3.6
Cc1cccnc1NC(=O)CN1C(=O)COc2ccc(Cl)cc21
  -4.8	7.5	-11.8	2.8	5.3	-4.6	2.3
C[C@H]1CN([C@@H](C)CO)C(=O)c2cc(NS(=O)(=O)c3ccccc3)ccc2O[C@@H]1CN(C)C(=O)Nc1ccccc1
  8.9	-9.1	0.6	-2.9	-5.3[16.7 µM]	-0.8	-1.2
O=C(N1CCN(c2ccccc2F)CC1)C1(S(=O)(=O)c2ccc(Cl)cc2)CC1
  -0.7	-1.7	-3.2	4.5	-1.6	-2.4	5.6
Brc1ccc(Oc2nsnc2N2CCOCC2)cc1
  7.0	-4.2	3.3	.	6.1	.	6.1
CC(C)NC(=O)N(C)C[C@H]1OCCCC[C@H](C)Oc2ccc(NS(=O)(=O)c3ccccc3)cc2C(=O)N([C@@H](C)CO)C[C@H]1C
  .	2.8	6.0	-4.5	8.2[16.7 µM]	-0.1	-3.2
Cc1ccc(CNC(=O)C2CCC(=O)N(Cc3cccc(C(F)(F)F)c3)C2)o1 (configuration not stated)
  .	-0.6	-11.2	-1.5	0.1	6.3	.
CCC[C@@H](CN1CCC[C@H]1CN1C(N)=NC[C@H]1CC(C)C)N1C[C@@H](Cc2ccccc2)N(CCc2ccc(Cl)c(Cl)c2)C1=N
  -12.7	11.2	16.3	-12.9	.	-3.9	-4.5
O=C(OCc1ccccc1)N1CCC2CC1c1ccc(-c3cccc(F)c3)cc12 (configuration not stated)
  -6.1	1.0	.	1.5	-3.8	1.0	0.0
CC(C)NC(=O)N(C)C[C@@H]1Oc2cc(-c3ccccc3)ccc2S(=O)(=O)N([C@@H](C)CO)C[C@H]1C
  .	0.5	1.2	1.0	17.2[16.7 µM]	-1.8	3.1
Fc1ccc2[nH]c3c(c2c1)CN(C(=S)NCc1ccccc1)CC3
  .	.	5.5	2.2	.	-0.1	.
Cc1cccc(C(=O)NNC(=S)NC(=O)c2ccccc2)c1
  12.5	5.6	15.5	5.8	1.7	0.4	0.7
O=C1/C(=C\c2ccccc2)SC(=S)N1CCC(=O)N1CCCCC1CCO (configuration not stated)
  11.1	0.2	-2.9	3.2	-10.5	-1.7	-11.7

Remaining list, next part.
Order of values: Statin myotox sup	Cneo AK release	ARNT-TACC3 inh	ERp5 inh	miR-122 sensor	SIRT5 inh	esBAF inh
Cc1cccc(C)c1NC(=O)CSc1nnc(-c2ccoc2C)n1CCc1ccccc1
  -3.6	-8.8	4.8	.	-1.5	.	-2.9
Cc1ccc(S(=O)(=O)CC(C)(O)CS(=O)(=O)c2ccc(C)cc2)cc1
  -2.0	2.6	-3.2	-0.3	.	-9.2	-3.1
CN1CCN(C(=O)C2=C[C@@H](C3CC3)C[C@@H](OCCCCO)O2)CC1
  .	-5.3	-2.2	2.5	.	0.3	.
O=C1NC[C@H](Cc2ccccc2)N(CC2CCN(CCc3ccccc3)CC2)C1=O
  -11.4	0.6	-3.9	6.9	-3.6	0.1	-7.0
CCC(=O)N1CC[C@@H]2[C@H]1c1cc(C#Cc3cccc(F)c3)ccc1N(C)[C@H]2CO
  7.6	13.6	14.9	1.4	4.5[16.7 µM]	-1.9	5.1
C[C@@H]1CN([C@H](C)CO)S(=O)(=O)c2ccc(C#Cc3ccncc3)cc2O[C@@H]1CN(C)C(=O)C1CCOCC1
  13.9	16.1	7.5	15.1	-27.0[16.7 µM]	3.5	-24.6
CCc1ccc(NC(=O)C2CCN(S(=O)(=O)c3cccs3)CC2)cc1
  -169.0	-0.2	-2.4	3.4	2.6	-2.0	0.3
CCc1nnc(NC(=O)CSc2ccc(Cl)cc2)s1
  -3.4	2.5	2.0	1.4	1.4	2.4	-7.3
COc1ccc(-c2cc(=O)c3cc(OC)c(OC)cc3[nH]2)cc1
  -14.4	4.8	-14.1	4.4	0.5	.	11.3
COc1ccc(NC(=O)N(C)C[C@H]2Oc3c(NC(=O)c4ccncc4)cccc3C(=O)N([C@@H](C)CO)C[C@@H]2C)cc1
  9.8	7.9	-2.0	-0.5	3.4[16.7 µM]	6.5	-3.2
Cc1ccc(OCc2cc(C(=O)N3CCCCCCC3)no2)cc1C
  -1.6	1.5	-12.1	1.6	0.5	1.3	32.3
Cc1cc2occ(CC(=O)N(C)CC(=O)Nc3c(C)cccc3C)c2cc1C
  -4.0	7.1	-2.1	-1.5	0.6	3.8	0.5
Cc1ccc(/C=N/NC(=O)Cc2ccc(O)cc2)s1
  -1.0	-8.5	8.5	-3.5	.	3.3	21.6
Cc1cc(NC(=O)c2ccco2)ccc1NC(=O)Cc1cccs1
  -23.0	-1.2	-2.2	.	-3.3	.	27.9
Fc1ccc(-c2nc3c(Cl)cc(C(F)(F)F)cn3c2Cc2ccccc2)cc1
  28.2	-0.6	.	-5.1	-0.7	1.1	9.7

Carrying on.
Order of values: Statin myotox sup	Cneo AK release	ARNT-TACC3 inh	ERp5 inh	miR-122 sensor	SIRT5 inh	esBAF inh
CN(CC(=O)NCc1ccco1)C(=O)C1CC(=O)N(c2ccc3c(c2)OCCO3)C1 (configuration not stated)
  -9.3	-1.4	.	-1.2	-1.3	-1.8	2.9
Cc1cc(-c2ccccc2)nc(Nc2nc3c(C)cccc3c(=O)[nH]2)n1
  .	.	-6.3	5.8	.	-4.2	.
COc1ccc(NCc2nn(CC(=O)c3ccc(Br)cc3)c3[n+]2CCCCC3)cc1
  .	.	29.4	-2.1	.	2.3	.
O=C(NCc1ccccn1)C(=O)Nc1cc2c3c(c1)CC(=O)N3CCC2
  .	0.2	2.5	2.7	.	-1.2	.
COC(=O)/C=C1\N/C(=N/c2nc(C)c3cc(OC)ccc3n2)NC1=O
  5.0	-0.3	-0.7	.	-8.5	.	-6.8
CC(=O)c1cccc(NC(=O)CSc2ccc(-c3sc(C)nc3C)nn2)c1
  -4.2	2.7	0.2	8.5	-3.6	2.0	13.2
O=C1NC(c2ccccc2)=NC1(Nc1ccccn1)C(F)(F)F (configuration not stated)
  .	.	-3.9	5.0	.	-0.6	.
Cn1c(=O)c2c(nc(Oc3ccccc3N)n2C)n(C)c1=O
  -14.2	-2.2	5.3	9.7	9.9	3.5	3.5
O=C(NNC(=O)C1CCN(Cc2cccc(F)c2)CC1)c1cccs1
  -4.9	0.9	-23.2	-1.2	-0.1	2.4	1.6
O=C(Nc1ccc(Cl)cc1Cl)c1ccc2c(=O)n3c(nc2c1)CCC3
  -7.7	-0.7	2.0	-1.4	-2.1	-2.9	43.0*
Cc1nn(Cc2ccccc2)c(Cl)c1/C=N/NC(=O)CNc1cccc(C(F)(F)F)c1
  -2.8	2.2	-2.1	.	-3.9	.	-8.8
COc1ccc(S(=O)(=O)N[C@@H]2C=C[C@@H](CC(=O)N3CCN(c4ccccc4)CC3)O[C@@H]2CO)cc1
  2.4	2.4	-4.2	7.0	.	8.7	1.9
Cn1cc(S(=O)(=O)NC[C@H]2O[C@@H](n3ccc(=O)[nH]c3=O)[C@H](O)[C@@H]2O)cn1
  0.2	-1.2	1.6	-3.1	-4.3	-2.8	2.9
COc1cc(O)c(C(CC(=O)N2CCCC(C)C2)c2ccc3c(c2)OCO3)c(OC)c1 (configuration not stated)
  24.6	5.0	-4.7	0.8	1.1	-0.5	-13.8

Part of the list above in order of length of the SMILES, lowest first.
Order of values: Statin myotox sup	Cneo AK release	ARNT-TACC3 inh	ERp5 inh	miR-122 sensor	SIRT5 inh	esBAF inh
Cn1c(=O)c2c(nc(Oc3ccccc3N)n2C)n(C)c1=O
  -14.2	-2.2	5.3	9.7	9.9	3.5	3.5
O=C1NC(c2ccccc2)=NC1(Nc1ccccn1)C(F)(F)F (configuration not stated)
  .	.	-3.9	5.0	.	-0.6	.
O=C(Nc1ccc(Cl)cc1Cl)c1ccc2c(=O)n3c(nc2c1)CCC3
  -7.7	-0.7	2.0	-1.4	-2.1	-2.9	43.0*
Cc1cc(-c2ccccc2)nc(Nc2nc3c(C)cccc3c(=O)[nH]2)n1
  .	.	-6.3	5.8	.	-4.2	.
Cc1nn(Cc2ccccc2)c(Cl)c1/C=N/NC(=O)CNc1cccc(C(F)(F)F)c1
  -2.8	2.2	-2.1	.	-3.9	.	-8.8
Cn1cc(S(=O)(=O)NC[C@H]2O[C@@H](n3ccc(=O)[nH]c3=O)[C@H](O)[C@@H]2O)cn1
  0.2	-1.2	1.6	-3.1	-4.3	-2.8	2.9
COc1ccc(S(=O)(=O)N[C@@H]2C=C[C@@H](CC(=O)N3CCN(c4ccccc4)CC3)O[C@@H]2CO)cc1
  2.4	2.4	-4.2	7.0	.	8.7	1.9
